# CHT allo act = allosterically activates the human high affinity choline transporter | Q9GZV3 | CHT-expressing cells, membrane potential dye, choline EC20; hits give high values; LV-AA mutant CHT in HEK293 cells | B-score at 10 µM | 0.49% of 310,000 active | AID 488977;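 active means initial fluorescence not abnormally high and integrated response B-score, plate-corrected, over 3 SD above library mean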
# Target sequence (Q9GZV3 whole entry, looked up): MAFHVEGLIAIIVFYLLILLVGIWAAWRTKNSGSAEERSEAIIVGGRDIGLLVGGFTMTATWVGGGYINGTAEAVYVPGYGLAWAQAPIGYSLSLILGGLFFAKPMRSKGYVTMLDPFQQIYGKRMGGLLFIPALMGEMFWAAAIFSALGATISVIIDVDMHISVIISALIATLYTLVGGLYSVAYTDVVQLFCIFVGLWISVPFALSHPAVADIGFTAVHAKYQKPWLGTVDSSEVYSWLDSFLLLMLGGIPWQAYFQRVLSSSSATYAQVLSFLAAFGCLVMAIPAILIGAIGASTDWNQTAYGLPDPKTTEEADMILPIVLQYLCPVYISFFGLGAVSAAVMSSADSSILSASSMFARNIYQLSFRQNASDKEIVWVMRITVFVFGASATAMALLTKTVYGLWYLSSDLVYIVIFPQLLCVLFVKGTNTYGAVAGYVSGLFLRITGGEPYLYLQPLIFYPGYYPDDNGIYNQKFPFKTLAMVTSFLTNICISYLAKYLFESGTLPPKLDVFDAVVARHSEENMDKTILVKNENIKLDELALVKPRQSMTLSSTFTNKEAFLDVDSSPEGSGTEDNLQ
# OX1R antag = blocks the human orexin 1 receptor; O43613; CHO/OX1R cells, Fluo-8 calcium fluorescence, orexin A; inhibition, % at 5 µM; 0.43% of 330,000 active;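 active means inhibition above its plate's threshold, mean inhibition of all tested compounds on the plate plus 3 SD, cut at about 37% in these data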;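 further: 0% = orexin A challenge wells and 100% = SB-334867-A antagonist wells; not every result past the cut was called active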
# Target sequence (O43613 whole entry, looked up): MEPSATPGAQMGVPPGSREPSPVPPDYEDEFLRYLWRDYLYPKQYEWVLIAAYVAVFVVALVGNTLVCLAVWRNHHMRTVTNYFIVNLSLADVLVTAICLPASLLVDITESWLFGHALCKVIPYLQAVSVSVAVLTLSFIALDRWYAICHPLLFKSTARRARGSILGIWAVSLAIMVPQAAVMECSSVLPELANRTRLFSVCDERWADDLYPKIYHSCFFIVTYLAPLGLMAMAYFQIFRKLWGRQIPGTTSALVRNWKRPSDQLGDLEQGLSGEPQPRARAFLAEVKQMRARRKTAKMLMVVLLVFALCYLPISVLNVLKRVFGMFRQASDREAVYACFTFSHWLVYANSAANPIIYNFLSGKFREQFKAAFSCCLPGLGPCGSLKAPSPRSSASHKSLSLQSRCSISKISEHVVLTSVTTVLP
# * marks the source's active call; other numbers are inactive results; i = inactive; x = no result given.
SMILES,CHT allo act,OX1R antag
CC(C)c1cccc(C(C)C)c1OC(=O)NC(=O)c1c(F)cccc1F,i,-18
CNc1c(N)c(=O)oc2ccccc12,i,-17
CCN(Cc1nc2ccccc2n1C)c1ccccc1,i,-27
COc1ccc(C(=O)NCCCCNC(=O)c2ccc(OC)c(OC)c2)cc1OC,i,-7
CCCc1cc(C(=O)OCC(=O)N2CCN(c3ccc(OC)cc3)CC2)sc1C,x,-25
Cc1ccc(NC(=O)c2ccc(S(=O)(=O)NCc3cccnc3)cc2)cc1C,i,-24
CSCCOC(=O)C1=C(C)NC(=O)CC1c1ccccc1Cl (stereo not given),i,-34
C/C(=N\NC(=O)c1cccc(Br)c1)c1cccc(NC(=O)c2ccc(C)o2)c1,i,-11
Cn1cnnc1Sc1ccc(C(=O)OCC(=O)NCC(F)(F)F)cc1[N+](=O)[O-],i,-7
O=C(O)c1cccc(-n2nnnc2SCc2ccccn2)c1,i,-1
CCOc1cc(NC(=S)NCc2ccccc2)c(OCC)cc1NC(=O)C(C)C,i,-14
CCCCn1c(N)c(N(CC(C)C)C(=O)CSc2ccc3c(c2)OCCO3)c(=O)[nH]c1=O,x,-15
COc1ccc(C(=O)NC(=S)N2CCCCC2)cc1,i,-10
C1=C(CCNc2ncnc3c2cnn3-c2ccccc2)CCCC1,i,-25
CCOc1cc(/C=C2/N=C(c3ccc4c(c3)OCO4)OC2=O)ccc1OC(C)=O,x,-12
COc1ccc(NC(=O)c2nc[nH]c2C(=O)N[C@@H](C)c2ccccc2)cc1,i,-33
O=C(NN1C(=O)C2C3C=CC(C4CC34)C2C1=O)c1cccc(Cl)c1 (stereo not given),i,0
O=C(CN1C(=O)NC(c2ccccc2)(c2ccccc2)C1=O)c1c[nH]c2ccccc12,i,-5
CCOC(=O)c1sc(NC(=O)CSc2nccc(C)n2)c(C#N)c1C,i,4
CCCN(CCC)c1c([N+](=O)[O-])c(=O)oc2ccccc12,i,-11
CC(C)c1nc(SCC(=O)NC2CCCC2)c2c(=O)n(C)c(=O)n(C)c2n1,i,-2
O=C(CC1SC(N2CCOCC2)=NC1=O)Nc1ccc(Cl)c(C(F)(F)F)c1 (stereo not given),x,-7
COc1ccc(OC(=O)c2cnn(-c3ccccc3)c2C)cc1,i,-24
CN1CCCC(C(=O)C(C#N)c2ccccc2)C1 (stereo not given),i,0
Cc1cc(OC(C)C(=O)NCCCN2CCOCC2)c2c(C)c(C)c(=O)oc2c1 (stereo not given),6.4*,-13
Fc1ccccc1/C=N/Nc1cc(N2CCCCC2)ncn1,i,-31
COc1ccc(/C=C2\N=C3CCCN3C2=O)cc1,i,-9
O=C(c1ccco1)N1CCC(c2nc3ccccc3[nH]2)CC1,i,5
Cc1cc(S(=O)(=O)N2CCc3ccccc3C2)ccc1F,i,-29
N/C(=N\OC(=O)COc1ccc2ccccc2c1Br)c1ccccn1,i,-7
CN(Cc1cccc(F)c1)C(=O)c1ccc(S(=O)(=O)N2CCCCCC2)cc1,x,4
CNC(=O)c1ccsc1NC(=O)CN1C(=O)CCC1=O,i,-2
CCN1CCN(c2ccccc2NC(=O)C(C)Oc2ccc(C(C)=O)cc2)CC1 (stereo not given),x,-22
CCn1c(SCC(=O)Nc2ccc(OC)cc2)nc2c(c1=O)SCC2,i,-25
CC(C)(C)c1ccc(C(=O)Nc2cccc([N+](=O)[O-])c2)cc1,i,-3
CC(C)CN(C(=O)CSc1nnc(C2CC2)n1-c1ccccc1)C1CCS(=O)(=O)C1 (stereo not given),x,-13

# Full records, looked up by structure:
# CCn1c(SCC(=O)Nc2ccc(OC)cc2)nc2c(c1=O)SCC2 as listed: CHT allo act: i; OX1R antag: -25
# CCN1CCN(c2ccccc2NC(=O)C(C)Oc2ccc(C(C)=O)cc2)CC1 (stereo not given) as listed: CHT allo act: x; OX1R antag: -22

# (next part)
SMILES,CHT allo act,OX1R antag
CCN(CC)c1ccc(/C=N/n2c(C)cc(C)cc2=O)cc1,i,-18
Cc1cccc(NC(=S)N2CCC(O)CC2)c1C,i,5
Cc1ccc(Cc2cnc(N)s2)o1,i,-31
C/C(=N\Nc1ccc(C)c(Cl)c1)c1cccnc1,i,-28
O=C(c1ccco1)N1CCN(Cc2nnc(-c3ccccc3F)o2)CC1,i,-8
NC(=O)c1ccc(NC(=O)COC(=O)c2ccc([N+](=O)[O-])cc2)cc1,i,8
CCOc1cc(C2C(C#N)=C(N)Oc3cc(N)ccc32)ccc1O (stereo not given),i,-14
COCC(C)n1c(SCC(=O)NC(=O)Cc2ccccc2)nc2ccccc2c1=O (stereo not given),x,-36
CC(C)Cc1nnc(NC(=O)C2CC(=O)N(c3ccc4c(c3)OCCO4)C2)s1 (stereo not given),x,-31
Cc1ccc(NC2=CC(=O)C(=O)c3ccccc32)c(C)c1,x,-19
CC(NC(=O)CN(C)S(=O)(=O)c1cnc[nH]1)c1ccccc1 (stereo not given),i,-8
O=C(c1cnn(C(=O)c2ccco2)c1)c1cc(Cl)cc(Cl)c1O,x,-2
Cc1sc(NC(=O)CSc2nnnn2C)c(C#N)c1C,i,-31
COC(=O)c1ccccc1N1C(=O)[C@@H]2C(c3ccc(Br)cc3)=NO[C@@H]2C1=O,i,-16
CCN1CCN(C(=O)C(=O)c2cn(CC(=O)N(CC)CC)c3ccccc23)CC1,i,-5
COc1ccc(C2Nc3ccccc3NC3=C2C(=O)CC(C)(C)C3)c(OC)c1OC (stereo not given),i,-25
CCN1C(=O)[C@H]2[C@H]3CN=C(SCc4ccc(C(=O)OC)cc4)N3[C@@](CC)(C(=O)OC)[C@H]2C1=O,x,-8
Cc1onc(-c2c(Cl)cccc2Cl)c1C(=O)N[C@@H]1C(=O)N2[C@@H]1SC(C)(C)[C@@H]2C(=O)O,i,-9
Oc1ccc(-c2nc(=S)[nH][nH]2)cc1,i,-2
N#Cc1ccsc1NC(=O)C1CCN(S(=O)(=O)c2cccs2)CC1,i,-5
CC1CCN(C(=O)CC(NC(=O)c2ccccc2Cl)c2ccccc2)CC1 (stereo not given),i,-22
COCC(C)N1CCC(Oc2cccc(C(=O)NCCc3ccccc3)c2)CC1 (stereo not given),i,-10
Cc1[nH]n(-c2ccccc2)c(=O)c1Sc1ccc(Cl)cc1,i,-10
Cc1cccc(C(=O)O/N=C/c2c(Cl)n(C)c3ccccc23)c1,i,-29
CC1CCc2c(nc3ncnn3c2NCCc2ccccc2F)C1 (stereo not given),i,-8
Cc1ccc(NC2c3ncccc3C(=O)N2Cc2cccs2)cc1 (stereo not given),i,-27
O=C1C(=O)N(Cc2cccs2)c2ccccc21,i,8
c1ccc(-c2ccccc2OCCN2CCCC2)cc1,i,-27
CCOc1ccc(NS(=O)(=O)c2ccc(NC(=S)NC(=O)C(C)C)cc2)cc1,i,20
COc1ccc(N(C)C(=O)Cc2c(C(=O)O)n(C)c3ccccc23)cc1,i,2
Cc1ccc(-c2csc3ncnc(-n4nc(C)cc4N)c23)cc1,i,-24
CC(NC(=O)c1cccnc1)C(c1ccccc1)N1CCN(C)CC1 (stereo not given),i,-12
Cn1c(=O)c2cc(S(=O)(=O)NCCC(=O)NCCc3ccc(Cl)cc3)ccc2n(C)c1=O,i,-32
COC(CC(=O)NNC(=S)Nc1ccc(Cl)cc1)OC,i,-2
CCOC(=O)c1cccc(NC(=O)CCc2ccccc2)c1,i,-43
O=C(COC(=O)/C=C/c1cn(-c2ccccc2)nc1-c1ccc2c(c1)OCCO2)NC1CCS(=O)(=O)C1 (stereo not given),i,27

# The final four compounds of the part before lead into the next.
SMILES,CHT allo act,OX1R antag
Cn1c(=O)c2cc(S(=O)(=O)NCCC(=O)NCCc3ccc(Cl)cc3)ccc2n(C)c1=O,i,-32
COC(CC(=O)NNC(=S)Nc1ccc(Cl)cc1)OC,i,-2
CCOC(=O)c1cccc(NC(=O)CCc2ccccc2)c1,i,-43
O=C(COC(=O)/C=C/c1cn(-c2ccccc2)nc1-c1ccc2c(c1)OCCO2)NC1CCS(=O)(=O)C1 (stereo not given),i,27
COC(=O)Cc1ccc(NC(=S)NCCCN2CCOCC2)cc1,i,-3
CCCNS(=O)(=O)c1ccc(CCC(=O)N2CCN(c3ccc(F)cc3)CC2)cc1,i,-1
CC(=O)c1ccc(NC(=O)Nc2ccccc2)cc1,i,-6
Cc1cccc(CN2CCN(C(c3ccccc3)c3ccc(Cl)cc3)CC2)c1 (stereo not given),i,-49
CCCCN1CC(=O)N2[C@H]3c4ccc(OC)cc4OC[C@@H]3[C@H](C(=O)OCC)[C@]2(C)C1=O,x,8
CCn1c(SCc2cccc(C(=O)O)c2)nnc1-c1ccccc1,i,1
CC1(C)CN(c2cccc(Br)c2)C1=O,i,-8
COc1ccc(CN2CCN(C(=O)c3ccc(-c4ccccc4)cc3)CC2)c(OC)c1OC,i,-32
O=C(c1ccc(N2CCN(CCO)CC2)nc1)N1CCOCC1,i,4
Cc1ccc(C)c(N(C)S(=O)(=O)c2ccc3c(c2)oc(=O)n3C)c1,i,-9
Cc1csc(NC(=O)CCCSc2nc3ccccc3s2)n1,i,-26
CCOC(=O)c1c(C)n(C)c2ccc(OCC(O)CNCCc3ccccc3)cc12 (stereo not given),i,-22
O=C(NCC(c1ccco1)N1CCCC1)c1ccc(S(=O)(=O)Nc2ccccc2F)cc1 (stereo not given),i,-26
O=C(CCn1c(=S)[nH]c2ccccc2c1=O)Nc1ccc(F)cc1,i,-3
CC(OC(=O)Cc1ccc(Br)cc1)C(=O)NC1CCCC1 (stereo not given),x,-20
Cc1cc(NC(=O)CCSc2ccccc2)no1,i,-6
CCOCc1[nH]c(=S)[nH]c(=O)c1Cc1ccc(OC(C)C)cc1,i,-9
COc1ccccc1NC(=O)c1ccc(S(=O)(=O)N(C)c2ccccc2)cc1,x,0
CCOC(=O)C1CCN(C(=O)Nc2ccc3oc(C)nc3c2)CC1,i,-4
CC(=O)Nc1ccc(OC(=O)c2cc3cc(Br)ccc3oc2=O)cc1,i,-19
COc1ccccc1CN1C(=O)c2ccccc2C1C(=O)NC1CCC(C)CC1 (stereo not given),i,-6
CCOc1ccc(/C=C/C(=O)c2cc(Br)ccc(=O)c2O)cc1,i,-19
O=C(CCSc1nnc(-c2ccco2)o1)Nc1ccccc1,i,-3
CCC(=O)c1ccc(OCC(O)Cn2nc(C)cc2C)cc1 (stereo not given),i,-1

# 5 entries from above, bar-delimited.
smiles | CHT allo act | OX1R antag
Cn1c(=O)c2cc(S(=O)(=O)NCCC(=O)NCCc3ccc(Cl)cc3)ccc2n(C)c1=O | i | -32
COC(CC(=O)NNC(=S)Nc1ccc(Cl)cc1)OC | i | -2
CCOC(=O)c1cccc(NC(=O)CCc2ccccc2)c1 | i | -43
O=C(COC(=O)/C=C/c1cn(-c2ccccc2)nc1-c1ccc2c(c1)OCCO2)NC1CCS(=O)(=O)C1 (stereo not given) | i | 27
COC(=O)Cc1ccc(NC(=S)NCCCN2CCOCC2)cc1 | i | -3

# (continued)
SMILES,CHT allo act,OX1R antag
O=C(Cc1ccsc1)Nc1ccc2c(c1)OCO2,x,3
Cc1nn(C)c(C(=O)N/N=C/c2ccccn2)c1[N+](=O)[O-],i,11
O=C(O)CCn1c(SCCOc2ccccc2F)nc2ccccc21,i,x
CCN(CC(=O)Nc1ccc(C(C)=O)cc1)CC(=O)Nc1ccccc1C(F)(F)F,i,-15
Cc1ccc(-n2ncc3c2CCCC3NC(=O)CCCN2CCCCC2=O)cc1C (stereo not given),i,-30
O=C(CSCc1ccccc1Br)NC1CC1,i,-6
CC(=O)CCN1C(=O)NC2(CCCc3ccccc32)C1=O (stereo not given),i,2
CCOc1ccc(NC(=O)CCN2CCN(S(=O)(=O)c3ccc(F)cc3)CC2)cc1,i,-3
Cc1cc(C)c(S(=O)(=O)Nc2ccc3c4c(cccc24)CC3)c(C)c1,i,-6
C#CCn1c(=O)c2c(ncn2C)n(C)c1=O,i,-3
O=C(CN1CCCC1)Nc1ccc(OC(F)(F)F)cc1,i,-9
O=C(c1ccc(F)cc1)N1CCN(c2ccc([N+](=O)[O-])cc2-n2cccc2)CC1,i,-29
CCOC(=O)C1CCCN(Cc2ccccc2C)C1 (stereo not given),i,-13
Cc1ccc(N(CC(=O)NC(C)(C)C)C(=O)CNC(=O)c2cccs2)cc1,i,-27
Cc1ccc(-c2nc3c(Cl)cc(Cl)cc3c(=O)n2O)cc1,i,7
Cc1cccc(N2CCN(C(=O)c3ccnn3C)CC2)c1C,i,-8
CC1CN(S(=O)(=O)c2ccc(C(=O)Nc3ccccc3F)cc2)CC(C)O1 (stereo not given),x,-4
CC(C)OCC(O)Cn1c(N2CCCC2)nc2c1c(=O)[nH]c(=O)n2C (stereo not given),i,-4
Cc1ccc(-n2nc(C)c3c2OC(N)=C(C#N)C3c2ccncc2)cc1 (stereo not given),i,-10
COc1ccc(/C=C2\SC(=S)N(CCCC(=O)Nc3cc(C)on3)C2=O)cc1OC,i,-12
OCCN(Cc1ccccc1)CC1CC2C=CC1C2 (stereo not given),i,-31
COc1ccc(OC2C(=O)N(CCc3ccc(OC)c(OC)c3)C2c2ccc3c(c2)OCO3)cc1 (stereo not given),i,-19
Cc1ccc(-c2onc(C)c2C)cc1S(=O)(=O)N1CC(C)Oc2ccccc21 (stereo not given),i,2
Cc1nnc(NC(=O)CCC(=O)NCc2cccs2)s1,i,4
Cc1csc(-c2cccnc2)n1,i,2
CCN(CC)CC#CCC(O)(c1ccccc1)c1ccc(Br)cc1 (stereo not given),i,-20
O=C(Cn1cnc([N+](=O)[O-])c1)NC1CCCC1,i,-9
CCOc1cc(/C=N/NC(=O)c2ccncc2)ccc1OC(=O)c1ccccc1,i,-19
CN(CCCn1c(=S)[nH]c2ncccc2c1=O)Cc1ccccc1,i,-19
CC(C)(C)OC(=O)N1CCN(C(=O)c2[nH]cnc2C(=O)NCC(=O)OCc2ccccc2)CC1,i,-23
O=C(CN1CCOCC1)Nc1c2c(nc3c1CCC3)CCC2,i,-3

# Compound activity deposited in PubChem by several laboratories.
